Compound activity (PubChem)
CYP2C9 act – human CYP2C9 activators, primary screen, biochemical, luminescence. Cytochrome P450 2C9 (Homo sapiens), P11712. recombinant CYP2C9, luciferin-H conversion; hits give high values; factor 1 = untreated enzyme, 0 = blocked. activation factor at 5 µM. 1.4% of 96,000 active. AID 1024, 2008;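 active = activation factor of 2 or more for CYP2C9 at a 5 µM dose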;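 note: 0 = sulfaphenazole-blocked wells and 1 = vehicle-only wells; values of inactives mirror those of a sister screen read the other way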
Mac1 fbg enh – enhancers of CD11b/CD18 adhesion to fibrinogen, primary screen, K562 cells, luminescence; Integrin beta-2 (Homo sapiens) + Integrin alpha-M (Homo sapiens), P05107+P11215; ATPlite luminescence; activation, % at 10 µM; 0.07% of 93,000 active;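 active = 10 µM primary screen giving 50% or more activity, confirmed by 40% or more on retest at that dose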; note: strong numbers were not always called active; reference of the scale not given here
Target sequence (P05107 whole entry, looked up, other chains not shown): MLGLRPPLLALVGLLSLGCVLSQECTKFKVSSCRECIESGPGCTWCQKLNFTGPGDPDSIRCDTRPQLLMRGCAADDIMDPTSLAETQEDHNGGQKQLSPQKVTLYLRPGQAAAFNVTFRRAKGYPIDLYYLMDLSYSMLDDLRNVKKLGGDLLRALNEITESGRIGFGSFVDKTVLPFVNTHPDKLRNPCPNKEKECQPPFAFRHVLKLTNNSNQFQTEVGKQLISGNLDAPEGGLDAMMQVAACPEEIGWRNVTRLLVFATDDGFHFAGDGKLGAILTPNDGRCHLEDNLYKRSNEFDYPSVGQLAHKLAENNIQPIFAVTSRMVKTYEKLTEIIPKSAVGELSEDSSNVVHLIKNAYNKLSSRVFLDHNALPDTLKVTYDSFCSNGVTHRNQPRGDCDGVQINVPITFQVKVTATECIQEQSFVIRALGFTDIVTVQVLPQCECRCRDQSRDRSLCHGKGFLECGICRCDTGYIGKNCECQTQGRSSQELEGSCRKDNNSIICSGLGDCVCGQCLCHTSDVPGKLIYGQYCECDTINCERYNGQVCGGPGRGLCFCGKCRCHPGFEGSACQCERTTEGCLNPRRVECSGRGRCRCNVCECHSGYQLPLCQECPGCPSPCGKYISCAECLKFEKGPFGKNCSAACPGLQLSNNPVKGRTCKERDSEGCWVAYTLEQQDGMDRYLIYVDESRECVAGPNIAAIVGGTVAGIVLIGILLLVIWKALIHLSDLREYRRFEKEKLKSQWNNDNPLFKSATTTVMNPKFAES
MT1-MMP txn act – MT1-MMP promoter reporter activation – cell-based, luciferase luminescence, primary screen; HT1080 MT1-MMP promoter luciferase reporter, overnight; hits give high values; activation factor at 10 µM; 0.16% of 86,000 active; AID 750, 2007;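 active = activation factor of at least 2 for MT1-MMP transcription at 10 µM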
CYP2C19 act – human CYP2C19 activators, primary screen, biochemical, luminescence | Cytochrome P450 2C19 (Homo sapiens), P33261 | recombinant CYP2C19, luciferin-H EGE luminescence; hits give high values; 0 = fully inhibited enzyme, 1 = untreated enzyme | activation factor at 5 µM | 96,000 tested, under 10 active;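 active = activation factor of at least 2 at 5 µM in the primary screen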;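 note: 0 = wells with 2.5 mM tranylcypromine and 1 = vehicle-only wells; values of inactives mirror those of a sister screen read the other way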
Pyk2 oligo antag – antagonists of Pyk2 self-association, primary screen, Q293 cells, FERM NanoBiT luminescence, HTS | 0.83% of 99,000 active | hits give low values | z-score (the deposit names both 25 µM and 10 µM) | AID 1347419, 2020 | Protein-tyrosine kinase 2-beta (Homo sapiens), Q14289;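 active = Z-score of -3 or lower, scaled per plate to the spread of control and sample wells; inactive = z-score above -3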;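 note: negative z-score means lost luminescence so less FERM oligomerization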
CYP2C9 inhib – blockers of cytochrome P450 2C9 activity – biochemical, luminescence, ADME assay, primary screen; 20% of 96,000 active; CYP2C9 Supersomes, luciferin-H conversion; inhibition, % at 5 µM; AID 777, 2007; P11712;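 active = blocking of liver enzyme CYP2C9 beyond about 50% at 5 µM, limit read from the data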; note: values of inactives mirror those of a sister screen read the other way
PLAP act – PLAP enzyme activators, biochemical, luminescence, HTS. Alkaline phosphatase, placental type (Homo sapiens), P05187. purified PLAP enzyme, luminescent substrate read-out; hits give high values. activation fold at 20 µM. 1.2% of 96,000 active. AID 696, 2007; in the data active = activation fold above about 2
CYP2C19 inh – blockers of cytochrome P450 2C19 activity – biochemical, luminescence, ADME assay, primary screen; CYP2C19 Supersomes, luciferin-H EGE luminescence, 30 min; 21% of 96,000 active; AID 778, 2007; P33261; inhibition, % at 5 µM;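 active = CYP2C19 inhibition above a set limit at 5 µM in the primary screen, cut at about 50% in these data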;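 note: plate controls were negative control wells for no effect and 2.5 mM tranylcypromine positive control for full effect; values of inactives mirror those of a sister screen read the other way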
Mac1 fbg inh – inhibitors of CD11b/CD18 adhesion to fibrinogen, primary screen, K562 cells, luminescence; Integrin beta-2 (Homo sapiens) + Integrin alpha-M (Homo sapiens), P05107+P11215; ATPlite luminescence; Mn2+ added to activate the integrin; inhibition, % at 10 µM; 0.54% of 93,000 active;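 active = primary inhibition of 50% or more at 10 µM, then 40% or more on retest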; note: some results filed as inactive read as strong as hits
* marks the source's active call; other numbers are inactive results; . = not tested or not shown.

SMILES | CYP2C9 act | Mac1 fbg enh | MT1-MMP txn act | CYP2C19 act | Pyk2 oligo antag | CYP2C9 inhib | PLAP act | CYP2C19 inh | Mac1 fbg inh
CCN(CC)CCOc1cc2c(nn1)Oc1ccccc1N2C | 0.5 | -0.2 | 1.2 | 0.5 | -0.64 | 49.1 | 1.7 | 46.4 | -5.5
COc1ccc(C(=O)Nc2nnc(-c3ccco3)s2)cc1 | 0.8 | -2.1 | . | 0.5 | -0.08 | 16.9 | 1.4 | 54.3* | 21.5
Cc1ccccc1Cn1c(CN2CCN(C(=O)c3ccco3)CC2)nc2c1c(=O)n(C)c(=O)n2C | 1 | 10.6 | 1 | 0.9 | . | 4.3 | 1.5 | 11.1 | -44.1
O=C(CN1C(=O)C2CC=CCC2C1=O)Nc1nnc(SCc2ccc(F)cc2)s1 (centres undefined) | 1.2 | -8.7 | 1.3 | 1 | 0.65 | -15.9 | 1.3 | -2.3 | 12.2
COc1ccc(C(=O)c2ccc(OC)c(OC)c2)cc1 | 1.7 | -5.5 | 1 | 0.6 | 0.92 | -65.3 | 0.8 | 36.7 | 2.9
COc1ccc(CN(C)CC(=O)c2c(N)n(Cc3ccccc3)c(=O)n(C)c2=O)c(OC)c1 | 0.9 | -1.5 | 1.1 | 0.9 | 0.39 | 5.4 | 1.5 | 6.2 | -2.3
Cc1[nH]c2ccccc2c1CCC(N)=O | 3.1* | -1.0 | 1.1 | 0.5 | -0.19 | -210.9 | 0.8 | 52.9* | -10.9
COc1ccc(N=C2S/C(=C\c3ccc(C)s3)C(=O)N2CC(C)C)cc1 | 0.7 | . | . | 0.9 | 0.02 | 28.0 | 0.8 | 6.3 | .
O=C(NCc1ccco1)C(c1cccnc1)N(C(=O)Cn1nnc2ccccc21)c1ccc(F)cc1 (centres undefined) | 1 | -3.1 | 1.2 | 0.9 | -0.55 | 2.4 | 1 | 11.8 | -11.7
Cc1ccc(-c2cnc(SCC(=O)N3CCCc4ccccc43)n2C)cc1 | 0.8 | -1.6 | . | 0.7 | -0.56 | 22.9 | 1 | 33.2 | -1.0
CCC(=O)Nc1ccc(-c2nnc(SCc3ccc(C(=O)Nc4nccs4)cc3)n2CC)cc1 | 0.5 | 2.8 | . | 0.8 | -0.31 | 48.5 | 1.1 | 17.6 | 3.1
Cn1c(=O)c2c(nc(Oc3ccc(-c4ccccc4)cc3)n2C)n(C)c1=O | 1 | -1.7 | 1 | 1 | 0.35 | 4.7 | 0.9 | 1.0 | -28.2
Cc1cccc(NC(=O)NNC(=O)c2cc(-c3ccccc3Cl)nc3ccccc23)c1 | 0.4 | . | . | 0.6 | -1.93 | 61.6* | 1.7 | 37.6 | .
CCOc1ccccc1NC(=O)C1CCCCN1S(=O)(=O)c1ccc(F)cc1 (centres undefined) | 2.9* | -0.3 | 1.4 | 0.4 | -0.85 | -187.8 | 0.9 | 63.7* | -10.4
Cc1ccc(C(CC(=O)O)Nc2nc(N3CCCCC3)nc(N3CCCCC3)n2)cc1 (centres undefined) | 0.5 | -0.9 | 2* | 0.9 | 0.16 | 45.8 | 1.5 | 11.1 | 37.3
CCCOC(=O)CCn1c(=S)oc2ccccc21 | 0.6 | -2.8 | 1.1 | 0.1 | 0.59 | 43.4 | 1 | 89.7* | -14.1
COc1ccc([C@@H]2[C@H]3CN(C(C)=O)CC=C3C(C#N)=C(N)C2(C#N)C#N)c2ccccc12 | 0.6 | -2.3 | 1.1 | 0.9 | 0.5 | 43.9 | 1.2 | 13.2 | 2.6
Cc1c(=O)n(OCc2ccccc2)c2ccccc2[n+]1[O-] | 0.9 | -1.8 | 1.2 | 0.3 | 0.54 | 13.1 | 0.9 | 68.6* | -8.4
COc1cccc(NC(=O)CSc2nnc(COc3ccc4c(c3)CCCC4)o2)c1 | 0.8 | -4.3 | 1 | 0.9 | 0.95 | 17.8 | 1 | 8.5 | -5.6
CC(C)Oc1ccc(C(=O)N2CCCC2C(=O)O)cc1 (centres undefined) | 0.9 | 2.3 | 1.1 | 1 | 1.36 | 8.1 | 1 | -0.8 | 1.6
CC1=C(C)CC(C(=O)NCc2ccc3c(c2)OCO3)C(C(=O)O)C1 (centres undefined) | 0.7 | -1.2 | 0.9 | 0.9 | -0.24 | 28.4 | 1.1 | 8.4 | 26.5
CC(C)(C)c1ccc(NC(=S)NCc2cccs2)cc1 | 1.3 | -2.0 | . | 0.6 | -0.94 | -29.0 | 0.9 | 36.2 | 14.3
C=CCNC(=S)Nc1sc2c(c1C(=O)OCC)CC(C(C)C)OC2 (centres undefined) | 0.9 | -4.1 | . | 0.8 | -1.03 | 8.8 | 1 | 15.3 | 11.5
Cc1[nH]ccc(=O)c1OCc1c(Cl)cccc1Cl | 0.8 | -3.1 | . | 0.9 | 0.36 | 18.2 | 0.9 | 12.1 | -7.0
Cc1c(C)c2cc(Cl)c(OCc3nn[nH]n3)cc2oc1=O | 0.1 | 5.5 | 1.1 | 0.1 | 0.24 | 93.6* | 1 | 92.3* | -2.5

The list goes on:
SMILES | CYP2C9 act | Mac1 fbg enh | MT1-MMP txn act | CYP2C19 act | Pyk2 oligo antag | CYP2C9 inhib | PLAP act | CYP2C19 inh | Mac1 fbg inh
Cc1c(Cl)c([N+](=O)[O-])nn1Cc1ccc(C(=O)N/N=C\c2cccc(Br)c2)o1 | 0.4 | . | . | 0.3 | -1.66 | 64.4* | 1.3 | 67.7* | .
Cn1c(C2=C(O)CN(c3ccc4c(c3)OCCO4)C2=N)nc2ccccc21 | 1 | -0.2 | 1.3 | 0.8 | -0.31 | 0.0 | 1.8 | 16.1 | -7.7
CCOC(=O)c1c(C)nc2sc(C(=O)Nc3ccc(C(C)=O)cc3)c(N)c2c1-c1ccc(OC)cc1 | 0.4 | 26.8 | . | 0.4 | 0.15 | 62.2* | 1.3 | 59.9* | -4.6
COc1ccc(Cn2cc3c(-c4ccc(F)cc4)nnc-3c3cc(OC)c(OC)cc32)cc1 | 0.6 | 11.5 | . | 1 | . | 42.1 | 1.4 | 4.2 | 26.4
CC1CC(C)(C)NC(C)c2ccccc21 (centres undefined) | 1 | 0.2 | 1.2 | 1 | 0.66 | 2.1 | 0.9 | 3.6 | -6.9
COc1cccc(-n2c(C)c(C(C)=O)c(C(C)=O)c2C)c1 | 0.2 | -3.6 | 1.1 | 0.2 | -0.01 | 78.4* | 0.9 | 77.0* | -6.1
CC(NC(=O)NC1CCCCC1)C(c1cccs1)N1CCN(c2ccccc2)CC1 (centres undefined) | 0.7 | 0.1 | . | 0.7 | . | 26.5 | 1.5 | 30.2 | 1.3
COc1cccc(OCc2nc3ccccc3c(=O)n2N)c1 | 0.9 | -1.8 | 1.3 | 0.7 | 0.5 | 11.7 | 0.8 | 30.5 | 3.8
CCOC(=O)CSc1nc2cc(C)cc(C)c2cc1C#N | 0.9 | -0.1 | 1.4 | 0.8 | 1.41 | 14.0 | 0.9 | 15.9 | 6.7
Cc1ccc(C)c(N2CCN(S(=O)(=O)c3ccc4c(c3)CCN4C(=O)CCC(=O)O)CC2)c1 | 1 | 4.4 | . | 1.1 | . | -2.0 | 1.6 | -8.8 | -9.4
Cc1c(C(=O)NCc2cccnc2)oc2ccc(S(=O)(=O)N3CCC4(CC3)OCCO4)cc12 | 0.7 | -5.3 | 1.1 | 0.8 | 1.19 | 28.2 | 1.8 | 15.7 | -10.6
Clc1ccc(/C=N/Nc2nc(Cl)nc3ccccc23)cc1 | 0.8 | 9.3 | . | 0.9 | -0.72 | 21.0 | 1.7 | 13.2 | -21.1
COC(=O)c1c(NC(=O)c2c(-c3ccccc3Cl)noc2C)sc2c1CCC2 | 0 | 43.3 | 1.3 | 0.3 | 0.39 | 98.4* | 1.3 | 74.1* | -22.6
O=C(Cc1ccc(Nc2nc3ccc(Br)cc3[nH]2)cc1)NCCc1cccs1 | 0.1 | -2.1 | . | 0.3 | . | 93.8* | 1.6 | 67.1* | 58.0
Nn1c(SCC(=O)NCc2ccc3c(c2)OCO3)nnc1C1CC1 | 0.7 | -1.2 | 0.8 | 0.9 | 0.34 | 28.9 | 0.8 | 11.3 | -11.8
CCC(CC)C(=O)N1CCN(Cc2ccc3c(c2)OCO3)CC1 | 1.1 | -1.7 | 1.1 | 0.9 | 0.92 | -6.7 | 1 | 10.8 | 0.8
CC(=O)N1CCc2cc(Br)cc(S(=O)(=O)NCCCN3CCCC(C)C3)c21 (centres undefined) | 1.4 | 2.1 | 1.1 | 1.1 | 1.32 | -42.7 | 0.9 | -6.4 | -13.4
CN1CCN(C(=O)c2cc3ccccc3oc2=O)CC1 | 1 | -3.0 | 1.1 | 0.9 | 0.87 | -1.7 | 1.1 | 7.3 | -17.4
Cc1ccc(C(C(=O)NC2CCCCC2)N(CC2CCCO2)C(=O)CNC(=O)c2ccco2)cc1 (centres undefined) | 1 | 2.3 | 1.3 | 0.9 | 2.8 | 2.2 | 1.5 | 11.9 | 4.5
CCOc1nnc(C)c2c(C)n(-c3cccc(Cl)c3)nc12 | 0.7 | 7.1 | . | 0.5 | 0.29 | 28.6 | 2.1* | 45.7 | 9.4
CCN(C(=O)C1CCCCC1)c1nnc(-c2cccnc2)s1 | 0.6 | -0.8 | 1 | 0.6 | 0.68 | 40.2 | 1.7 | 39.8 | -2.4
O=C(CSc1nnc(-c2cccc(S(=O)(=O)N3CCCCC3)c2)o1)c1ccc[nH]1 | 0.7 | 20.9 | 1.3 | 0.8 | 0.43 | 33.9 | 1.2 | 17.9 | 1.2
CCOC(=O)c1cc2c(ccn2C)n1CC(=O)N1CCC(Cc2ccccc2)CC1 | 0.5 | 2.3 | 1.2 | 0.8 | 0.4 | 47.4 | 1.7 | 19.5 | -12.1
O=C(CSc1nnc(-c2cccnc2)n1Cc1ccco1)Nc1nc(-c2ccc(F)cc2)cs1 | 0.9 | -2.4 | 1.3 | 0.9 | -2.7 | 14.4 | 1.1 | 5.9 | -3.0
Cc1cc(N2CCN(c3ccccc3Cl)CC2)n2cc(-c3ccccc3)nc2n1 | 0.4 | -4.2 | . | 0.9 | -1.62 | 57.9* | 1.9 | 8.3 | 2.8
Cn1c(SCCOc2ccccc2Cl)nnc1-c1ccncc1 | 0.4 | 4.0 | 1.3 | 0 | 0.84 | 61.7* | 1 | 97.2* | 9.5
O=C(O)CSc1nc2ccc(Cl)cc2[nH]1 | 1 | -1.0 | 1.1 | 1.2 | 2.13 | 1.9 | 1 | -18.6 | 6.4

Structural class, the entries above with fluorine
SMILES | CYP2C9 act | Mac1 fbg enh | MT1-MMP txn act | CYP2C19 act | Pyk2 oligo antag | CYP2C9 inhib | PLAP act | CYP2C19 inh | Mac1 fbg inh
O=C(CN1C(=O)C2CC=CCC2C1=O)Nc1nnc(SCc2ccc(F)cc2)s1 (centres undefined) | 1.2 | -8.7 | 1.3 | 1 | 0.65 | -15.9 | 1.3 | -2.3 | 12.2
O=C(NCc1ccco1)C(c1cccnc1)N(C(=O)Cn1nnc2ccccc21)c1ccc(F)cc1 (centres undefined) | 1 | -3.1 | 1.2 | 0.9 | -0.55 | 2.4 | 1 | 11.8 | -11.7
CCOc1ccccc1NC(=O)C1CCCCN1S(=O)(=O)c1ccc(F)cc1 (centres undefined) | 2.9* | -0.3 | 1.4 | 0.4 | -0.85 | -187.8 | 0.9 | 63.7* | -10.4
COc1ccc(Cn2cc3c(-c4ccc(F)cc4)nnc-3c3cc(OC)c(OC)cc32)cc1 | 0.6 | 11.5 | . | 1 | . | 42.1 | 1.4 | 4.2 | 26.4
O=C(CSc1nnc(-c2cccnc2)n1Cc1ccco1)Nc1nc(-c2ccc(F)cc2)cs1 | 0.9 | -2.4 | 1.3 | 0.9 | -2.7 | 14.4 | 1.1 | 5.9 | -3.0
